FBPA Giardia inh: inhibitors of Giardia lamblia fructose-1,6-bisphosphate aldolase; purified Giardia FBPA; 290,000 compounds, 0.71% hits; Potency, µM (top dose mostly 59.6 µM), for inactives: top-dose activity, negative = inhibition, most hits filed as inhibitors; A8B2U2; note: potency is the fitted concentration of half-maximal effect; % is set by controls: 0 for no effect and ±100 for the full control effect; nearly all actives have a fitted effect of over 55% in size
Target sequence (A8B2U2 whole entry, looked up): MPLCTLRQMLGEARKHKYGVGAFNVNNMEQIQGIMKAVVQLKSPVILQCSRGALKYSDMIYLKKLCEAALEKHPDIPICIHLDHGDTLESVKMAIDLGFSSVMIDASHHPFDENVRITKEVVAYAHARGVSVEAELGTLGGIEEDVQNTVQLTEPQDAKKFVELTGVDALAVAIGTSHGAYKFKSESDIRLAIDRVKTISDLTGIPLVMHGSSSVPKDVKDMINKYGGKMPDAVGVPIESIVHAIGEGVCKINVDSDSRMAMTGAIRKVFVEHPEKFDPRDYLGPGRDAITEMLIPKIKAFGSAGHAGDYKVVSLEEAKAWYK
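40 nM FBPA preincubated 10 min at RT with compound (up to 57.5 uM final), then substrate plus GAPDH/TPI/NAD/arsenate coupling and diaphorase/resazurin added. Fluorescence read after 20 min at RT, 525/598 nm.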
Pf growth 48h: P. falciparum growth inhibition at 48 hours (one generation). P. falciparum luciferase growth in erythrocytes, 48 h. Potency, µM (top dose mostly 28.7 µM), without a hit: top-dose activity change, negative = inhibition, usual class: inhibitors. 310,000 compounds, 5.9% hits; note: potency is the fitted concentration of half-maximal effect; % is set by controls: 0 for no effect and ±100 for the full control effect
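A one-generation exposure of luciferase-tagged malaria parasites in RPMI 1640/Albumax erythrocyte culture, 37 C and 5% CO2. Inhibition is inferred from decreased luminescence after adding detection reagent.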
HCV inhibitor: HCV inhibition; Huh7.5.1 HCVcc-Cre infection, luciferase reporter, 44 h; Potency, µM (doses to about 41.8 µM), for the others: at the top dose activity change, negative = inhibition, actives largely listed as inhibitors; 340,000 compounds, 3.4% hits; AID 651820; note: potency is the fitted concentration of half-maximal effect; % is set by controls: 0 for no effect and ±100 for the full control effect
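Luciferase read-out (15 sec integration) after a 15 min room-temperature substrate step quantifies HCVcc-Cre infection. Cells, 1,000 per well, had compound added 4 h post-plating, then virus at ~0.5 moi, and were cultured 44 h.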
CHX counter: counter-screen hit for Shiga toxin inhibitors, cycloheximide | cell reporter, cycloheximide protein synthesis inhibition counterscreen | max response, % | 300,000 compounds, 12% hits | AID 2314; in the data active = max response mostly above about 13%, no sharp cut-off; inactive = mostly below about 14%; note: read at 38.3 µM for the half of the compounds with a filed dose; 0% is about no effect
Shiga inhibitor: blocks Shiga toxin action in Vero cells | 290,000 compounds, 9.2% hits | Vero cells, Shiga toxin protein synthesis inhibition reporter | inhibition, % at 38.7 µM; in the data active = inhibition mostly above about 28%, no sharp cut-off; inactive = mostly below about 43%; note: 0% is about no effect
Pf growth 96h: inhibits malaria parasite growth, 96 h; Potency, µM (highest dose often 28.7 µM), without a hit: at the top dose activity change, negative = inhibition, actives largely listed as inhibitors; 320,000 compounds, 6.9% hits; AID 504834; P. falciparum luciferase reporter growth, 96 h; note: potency is the fitted concentration of half-maximal effect; % is set by controls: 0 for no effect and ±100 for the full control effect
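Cell-based qHTS: luciferase-tagged P. falciparum in erythrocytes (2% hematocrit, 0.05% parasitemia final) incubated with compounds for 96 hours, 37 C, 5% CO2; luciferase detection reagent then added and luminescence measured.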
* = called active by the depositor; ? = inconclusive; · = no result given; & = joins results of further samples; [ ] = remark or other dose. Unless noted, calls come from the whole dose curve; as a rule, active = well fitted curve in the direction sought with a large enough effect; inconclusive = small, poorly fitted or top-dose-only effect, or another doubt; inactive = no such curve, though single readings can be large; an effect the other way counts as inactive or inconclusive. The order is random; overall some 24% were active at least once.

The line under a structure holds: FBPA Giardia inh, Shiga inhibitor, Pf growth 96h, CHX counter, Pf growth 48h, HCV inhibitor
> CCOP1(=O)C=C(C(C)(C)C)OC1c1ccc(F)cc1 (stereo not drawn)
    -1.5%, -3.4, ·, -0.3, 13.3%, 17.3%
> Cc1cccc(N2CCN(C(=O)Cn3cccc3C(=O)c3ccccc3)CC2)c1C
    -4.7%, -10.6, ·, -5.4, ·, ?
> O=C(Nc1ccc(N2CCOCC2)c(Cl)c1)c1ccc(F)cc1
    -2.9%, 18.1*, -6.3%, 31.2*, ?, ?
> NC(=O)CSc1nnc(-c2cc(-c3cccs3)nc3ccccc23)o1
    3.9%, 16.3, 13.9%, -3.0, ·, ?
> Nc1cnccc1C(=O)O
    12.6µM*, 18.2, 48.8%[activator], -7.0, 20.6%, 12.9%
> CC(NC(=O)c1ccc(C(F)(F)F)cc1)C(c1ccccc1)N1CCOCC1 (stereo not drawn)
    -7.1%, -11.8, ?, 7.4, ?, -6.4%
> CCOC(=O)c1cc(-c2csc(COc3ccccc3Cl)n2)on1
    1.3%, -2.6, -1.9%, -1.2, 61.7%[activator], 19.0%
> O=C(NCc1ccco1)NC(=O)c1csc([N+](=O)[O-])c1
    0.2%, -13.5, 18.3%, 1.0, 8.0%, 12.3%
> CC(C)C(=O)Nc1cc(-c2nc3ncccc3o2)ccc1Cl
    8.6%, ·, ?, -1.2, 8.2%, -4.6%
> Cc1ccccc1Cn1nnc(-c2ccc(F)cc2)n1
    1.2%, 29.9*, 36.6%[activator], 19.1*, 5.8%, -7.4%
> Cc1cccc(NC(=O)[C@H](NC(=O)[C@@H]2Cc3ccccc3CN2)c2ccccc2)c1
    ·, 16.7, ?, 26.3*, -14.0%, 28.2%
> Cc1ccc(NC(=O)Nc2nnc(-c3ccccc3F)s2)cc1
    2.5%, 19.1, 35.2%[activator], 17.6, 37.1%[activator], 12.5%
> Cc1cc(NNC(=O)c2ccccc2)nc(NNC(=O)c2ccccc2)n1
    4.9%, 2.2, 26.8%, -1.5, ?, 13.3%
> c1ccc(-c2nn3c(Cn4nnc5ccccc54)nnc3s2)cc1
    -3.3%, 8.7, ·, -6.4, 11.9%, 5.3%
> CCCCOc1ccc(Br)cc1/C(C)=N/NC1=NCCN1
    -0.5%, -4.9, -10.0%, -5.5, 4.65µM*, 3.16µM*
> C=CCc1ccc(O)c(-c2ccc(O)c(CC=C)c2)c1
    -9.8%&-6.8%&0.7%, 27.1&18.5&-7.4, 8.28µM*, 5.1&-1.6&-1.0, ?, ?
> COc1cc(C=O)ccc1OS(=O)(=O)c1ccccc1[N+](=O)[O-]
    -20.9%, 22.1, -27.6%, 22.3*, 12.0%, 12.6%
> O=C(CSc1ccc2nnc(-c3cccnc3)n2n1)Nc1ccc(F)cc1F
    ·, -3.7, 24.8%, 0.6, -4.2%, 4.4%
> CN(C)c1ccc(NC(=O)C2C3C=CC(C3)C2C(=O)O)cc1 (stereo not drawn)
    -3.7%, 66.4*, ?, 19.7*, 2.62µM*, 10.0%
> O=C(NCCc1ccccc1)C(=O)NCC1OCCN1S(=O)(=O)c1ccc(Cl)cc1 (stereo not drawn)
    2.1%, 1.0, 26.7%, -1.5, 27.2%, -18.3%
> COc1cccc(Nc2nc3ccccc3nc2NS(=O)(=O)c2ccc(NC(C)=O)cc2)c1
    ·, -7.9, 18.2%, -1.6, ?, 23.9%
> O=C(NCc1ccco1)C1CCCN1C(=O)NCc1ccccc1 (stereo not drawn)
    -0.5%, 5.4, ?, -2.6, -11.5%, 14.5%
> N/C(=N\OC(=O)CCc1ccccc1)c1cccnc1
    0.0%, 55.1*, -8.9%, 27.3*, 31.3%[activator], -0.9%
> Cc1ccccc1OCC(=O)Nn1c(COc2ccccc2)nc2ccccc2c1=O
    14.8%, 29.8, ·, -2.7, 15.9%, 22.3%
> CN(C(=O)Nc1cccc(C(F)(F)F)c1)C1CCCCC1
    13.5%, 16.9, 45.5%, -2.8, 20.4%, 1.2%
> Cc1ccccc1C(=O)NC1CCN(Cc2nnnn2CCc2ccccc2)CC1
    1.5%, -6.0, ?, -1.3, -18.0%, 20.3%
> COc1cccc(NS(=O)(=O)c2ccc3c(c2)N(C(C)=O)CCS3)c1
    ·, -6.2, ?, -1.2, 6.5%, -17.4%
> Cc1cccc(-c2c3c(=O)n(C)c(=O)n(C)c3cn2C(C)C)c1
    0.6%, -25.5, ?, -2.4, -15.1%, -11.8%
> CC1CCC/C(=N\NC(=O)COc2ccc(Cl)cc2Cl)C1 (stereo not drawn)
    2.2%, 2.3, 10.9%, 0.6, 8.2%, 12.6%
> COc1cc(C(C#N)N2CCCCC2)ccc1O (stereo not drawn)
    -24.6%, 7.6, 47.0%[activator], -1.0, -3.9%, 18.9%
> Cc1nc(CCNC(=O)CC2C(=O)NCCN2Cc2ccccc2)sc1C (stereo not drawn)
    -20.0%, 14.3, ?, 1.2, 19.6%, 12.0%
> Cc1ccc(/C=C2/C(=O)c3ccc(C(=O)O)cc3C2=O)o1
    ?, -9.1, 8.28µM*, -1.3, 28.1%, 29.5%
> CC(=O)C(Sc1ccc2nnc(-c3ccncc3)n2n1)C(C)=O
    -25.0%, -7.0, 13.2%, -2.1, 12.9%, -2.9%
> c1ccc2c3c(ccc2c1)OCC1CONC31 (stereo not drawn)
    4.2%, 6.2, 92.8%[activator], 14.9, 353.9%[activator], -9.4%
> Cc1ccc(-c2ccc(S(=O)(=O)NCc3ccco3)cc2)cc1
    1.1%, 4.1, 3.2%, 0.4, 18.8%, 9.2%
> Cn1nnnc1SCC(=O)Nc1cc(C(C)(C)C)nn1-c1ccccc1
    -2.0%, -5.9, 16.5%, -6.2, 2.4%, 0.0%
> COc1cc(OC)c(CN2CCN(c3ccc(F)cc3)CC2)cc1Br
    ?, -2.9, -0.3%, -4.4, ·, 8.8%
> COc1ccc(CCC(=O)Nc2ccccc2C(F)(F)F)cc1
    0.1%, 27.9, 51.0%[activator], -1.2, 0.9%, -5.7%
> Cc1ccccc1N(CC(=O)N/N=C/c1cc(C)n(-c2ccccc2C)c1C)S(C)(=O)=O
    -22.1%, 11.8, ·, 5.4, ?, 0.1%
> COc1ccc(S(=O)(=O)NC(C)C(=O)NCc2ccncc2)cc1C (stereo not drawn)
    1.5%, -12.1, ?, -3.6, 14.8%, -1.9%
> Cc1cc(NC(=O)CCCN2C(=O)c3cccnc3C2=O)no1
    -0.8%, -5.7, 11.7µM*, -2.9, 22.0%, 10.2%
> O=C(O)COc1nsnc1N1CCOCC1
    -1.2%, -11.4, 22.8%, -12.6, 9.0%, 2.1%
> O=C1C2C(c3ccccc3)C=CC(c3ccccc3)C2C(=O)N1C1CCCCC1 (stereo not drawn)
    -0.9%, 22.4, ·, -4.3, ?, 20.0%
> N[C@@H](Cc1ccccc1)C(=O)N1CCOCC1
    ·, ·, 79.6%[activator], ·, 23.4%, 1.8%
> O=C(COC(=O)c1cnccn1)Nc1cccc2ccccc12
    -8.1%, -17.6, 14.8%, -1.7, -2.0%, 12.3%
> COc1cccc2cc(C(=O)N3CCN(c4ccccn4)CC3)c(=O)oc12
    9.9%, 35.4, ·, 32.0*, 17.6%, 0.3%
> O=C(CCNS(=O)(=O)c1ccccc1)NCC1CCCCC1
    ·, ·, 69.4%[activator], ·, 29.1%, ?
> Cc1cc(C(=O)CSc2nc3ccccc3c(=O)n2C)c(C)n1CC1CCCO1 (stereo not drawn)
    ?, -9.9, ?, 0.5, -18.4%, ·
> O=C(COc1ccc(/C=N/NC(=O)C(=O)N2CCCCC2)cc1)Nc1ccccc1Cl
    2.2%, 20.2, 22.4%, 19.8, -2.6%, -1.2%
> CC(C)Oc1cccc(C(=O)C2CCCN(S(C)(=O)=O)C2)c1 (stereo not drawn)
    0.7%, 3.5, 3.7µM*, 9.4, 43.6%, -8.3%
> Cc1ccc(C(=O)/C=C/Nc2ccc(S(=O)(=O)Nc3onc(C)c3C)cc2)cc1
    21.3%, 67.9*, -4.6%, 48.2*, 9.4%, 1.0%
> COCCN(C(=O)C1=COCCO1)c1c(N)n(CC(C)C)c(=O)[nH]c1=O
    ·, ·, 29.5%, ·, -1.2%, 2.6%
> COc1cc2c(cc1NC(=O)Nc1ccccc1)oc1ccccc12
    -6.5%, 19.8, 28.3%, 1.4, -10.5%, 5.01µM*
> COc1ccccc1C(=O)Nc1ccccc1N1CCOCC1
    3.6%, 8.5, 55.2%[activator], -2.1, -4.0%, -22.6%
> O=C(Nc1nc2ccccc2[nH]1)c1cccs1
    -7.4%, 75.0*, 0.465µM*, 37.4*, 373.5%[activator], 5.3%
> O=C(c1ccccc1)c1ccc(-c2ccc(O)cc2)cc1
    -4.9%, 67.7*, 127.0%[activator], 39.8*, 90.5%[activator], -26.0%
> Cc1ccccc1OCC(=O)NCC1CCCO1 (stereo not drawn)
    -1.8%, 66.8, ?, 1.1, 7.3%, 1.0%
> Cc1ccc(Cl)cc1NC(=O)CCn1cccc1
    4.5%, -11.9, 22.5%, 3.4, -15.3%, 26.2%
> O=C1C=C(c2cc(F)ccc2F)C[C@@H](c2ccc(Cl)cc2)C1
    ·, ·, ?, ·, 3.7µM*, ?
> O=C(C1CCCO1)N1CCN(C(=S)Nc2ccccc2Cl)CC1 (stereo not drawn)
    -1.4%, -12.4, -0.6%, -1.0, 9.0%, 4.0%

Single entries from above.
`O=C(c1ccccc1)c1ccc(-c2ccc(O)cc2)cc1` in CHX counter = 39.8*
`O=C(Nc1nc2ccccc2[nH]1)c1cccs1` in Pf growth 96h = 0.465µM*

The main list resumes with the 2 entries that preceded the break.
The line under a structure holds: FBPA Giardia inh, Shiga inhibitor, Pf growth 96h, CHX counter, Pf growth 48h, HCV inhibitor
> O=C1C=C(c2cc(F)ccc2F)C[C@@H](c2ccc(Cl)cc2)C1
    ·, ·, ?, ·, 3.7µM*, ?
> O=C(C1CCCO1)N1CCN(C(=S)Nc2ccccc2Cl)CC1 (stereo not drawn)
    -1.4%, -12.4, -0.6%, -1.0, 9.0%, 4.0%
> Cc1ccsc1CN(C)CC(=O)Nc1cccc(S(=O)(=O)N(C)c2ccccc2)c1
    ·, ·, ?, ·, ?, ?
> O=C(NCc1ccco1)C1CC(O)CN1C(=O)Nc1ccccc1 (stereo not drawn)
    2.0%, -12.7, 34.5%[activator], 9.0, 13.4%, 17.4%
> O=C1NCCc2c1[nH]c1c(Cl)ccc(Cl)c21
    -7.7%, -19.3, -1.3%, -3.9, 32.3%[activator], 11.2µM*
> CC(C)(C)OC(=O)NCCC(=O)N/N=C/c1ccc2ncccc2c1
    6.5%, 24.8, -12.1%, -1.1, -16.8%, -16.7%
> O=C(C1CCC1)N1CCc2cc(S(=O)(=O)N3CCCCC3)ccc21
    5.6%, -16.1, ?, -1.6, -15.0%, -2.9%
> Cc1c(C(=O)N2CCN(c3ncccn3)CC2)oc2c(Cl)cccc12
    ·, ·, -20.3%, ·, ?, 13.8%
> Cc1ccc(NC(=O)CSc2ncc(-c3ccccc3)n2C(=O)c2ccccc2)cc1
    -0.5%, 100.4*, ?, 27.8*, 28.4%, 15.1%
> O=C1CSC(=S)N1c1cccc(F)c1
    5.3%, -3.3, 10.4µM*, 2.4, 27.1%, -15.5%
> COc1ccc(N2Cc3ccccc3C2=NC(=O)c2ccc(C)cc2)cc1OC
    ?, 10.2, ?, 15.4, ?, -22.9%
> O=C1CCc2cc(S(=O)(=O)NC(Cc3ccccc3)C(=O)NCCC3=CCCCC3)ccc2N1 (stereo not drawn)
    -0.7%, -11.3, ?, -4.7, ·, -28.8%
> Cc1cccc(C(=O)NNC(=O)C2CC2)c1
    ·, -21.0, 37.5%[activator], -0.8, 20.9%, 12.3%
> CCOc1ccc(C(CCc2ccccc2)NC(=O)c2ccccc2OC)cc1OCC (stereo not drawn)
    5.9%, -7.6, ?, 5.1, ·, ?
> Cc1ccc(OCc2n[nH]c(=S)n2-c2ccc(Br)cc2)cc1
    17.0%, ·, 57.6%[activator], 1.8, ?, -2.2%

Screens from PubChem.
